From PubChem
MC4R antagonist: antagonists of human melanocortin 4 receptor (MC4R); inhibition, % at 6.5 µM; AID 540295; MC4R-expressing cells, MTII-stimulated cAMP, LANCE TR-FRET; P32245; 360,000 tested, 0.48% active;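 active = inhibition above its plate's cutoff, the mean of tested wells on that plate plus 3 SD, cut at about 29% in these data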;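 note: 0% = Melanotan II alone and 100% = Melanotan II plus saturating MCL0020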
Target sequence (P32245 whole entry, looked up): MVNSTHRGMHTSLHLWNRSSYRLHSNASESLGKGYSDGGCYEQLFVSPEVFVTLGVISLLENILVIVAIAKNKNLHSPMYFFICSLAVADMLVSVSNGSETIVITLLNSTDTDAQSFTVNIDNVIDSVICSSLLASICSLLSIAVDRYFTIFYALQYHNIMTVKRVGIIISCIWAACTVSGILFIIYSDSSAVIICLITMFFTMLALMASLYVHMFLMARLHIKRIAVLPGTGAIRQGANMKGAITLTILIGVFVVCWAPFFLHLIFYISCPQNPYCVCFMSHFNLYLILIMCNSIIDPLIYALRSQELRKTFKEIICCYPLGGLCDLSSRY
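Material: human MC4R-expressing U2OS cells. Probe or stimulus: Melanotan II challenge. Dosing: 6.5 µM single dose. Times: 30-min compound, 1-h challenge, 1-h detection, room temperature. Technique: TR-FRET with Eu-cAMP and labeled anti-cAMP, 671 nm. Replication: singlicate.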
Glyco luc inh: blocks N-linked glycosylation in D54 reporter cells | D54 ERlucT glycosylation luciferase reporter, 24 h; percent of 100 nM tunicamycin response | reporter increase, % at 12.5 µM | 360,000 tested, 0.23% active;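 active = mean luciferase reporter signal, scaled so untreated is 0 and the glycosylation-blocking control 100, at or above a set limit in every replicate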;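 note: luciferase carries N-glycosylation sites so blocking glycosylation raises the light; 0% = median of neutral control wells and 100% = median of 100 nM tunicamycin wells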
PDI inh: blocks human protein disulfide isomerase activity; inhibition, % at 10 µM; 350,000 tested, 0.052% active; PDI insulin aggregation turbidity, A650, 90 min; AID 588391;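 active = mean inhibition across replicates of 30% or more, whatever share of single replicates reach that level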;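 note: absorbance from insulin aggregation driven by PDI reduction with DTT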
ABHD5 PLIN5 PPI: inhibitors of human ABHD5-perilipin-5 interaction. Split G. princeps luciferase complementation, luminescence, 4 h. Q00G26+Q8WTS1. AID 602281. inhibition, % at 4 µM. 360,000 tested, 0.78% active;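 active = inhibition above the mean inhibition across every tested compound plus 3 SD, cut at about 22% in these data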;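 note: 0% = DMSO only wells and the 100% control is not disclosed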
Granule exo inh: lytic granule exocytosis inhibition; TALL-104 LAMP-1 surface exposure, flow cytometry; cells stimulated with thapsigargin and PMA; inhibition, % at 10 µM; 360,000 tested, 0.66% active; AID 651702;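 active = inhibition above about 55%, limit read from the data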
H9c2 protect: protects H9c2 cardiomyocytes from peroxide injury | H2O2 injury protection, ATPLite, 2 h | protection from H2O2 cell death, % at 20 µM | 360,000 tested, 0.63% active;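 active = compounds giving at least 50% protection of heart cells from peroxide-induced death in the single-dose screen, raw or plate-pattern-corrected value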;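 note: 0% = DMSO wells with peroxide and 100% = DMSO wells without peroxide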
CaV13 ICDI inh: Disruptors of the CACNA1D IQ motif to Ca2+-dependent inactivation inhibitor domain association, primary screening, Förster resonance energy transfer in intact living …; HEK cells, CFP/YFP FRET ICDI-IQ, plate reader, 10 min; percent FRET-ratio fall versus neutral wells; inhibition, % at 12.3 µM; 340,000 tested, 0.098% active;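 active = mean replicate inhibition of at least 30% and at least 1% of replicates passing that level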;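 note: 0% = median of the neutral control wells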
HTR2A ag: agonists of mouse serotonin 5-HT2A receptor (HTR2A); AID 624169; 360,000 tested, 0.66% active; CHO-K1 mHTR2A beta-arrestin complementation, luminescence; percent of 30 µM serotonin response; activation, % at 7.6 µM;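 active = activation above a run cutoff, the mean activation of all tested compounds plus 3 SD, cut at about 14% in these data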;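 note: 0% = plate median of compound wells and 100% = 30 µM serotonin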
Target sequence (P35363 whole entry, looked up): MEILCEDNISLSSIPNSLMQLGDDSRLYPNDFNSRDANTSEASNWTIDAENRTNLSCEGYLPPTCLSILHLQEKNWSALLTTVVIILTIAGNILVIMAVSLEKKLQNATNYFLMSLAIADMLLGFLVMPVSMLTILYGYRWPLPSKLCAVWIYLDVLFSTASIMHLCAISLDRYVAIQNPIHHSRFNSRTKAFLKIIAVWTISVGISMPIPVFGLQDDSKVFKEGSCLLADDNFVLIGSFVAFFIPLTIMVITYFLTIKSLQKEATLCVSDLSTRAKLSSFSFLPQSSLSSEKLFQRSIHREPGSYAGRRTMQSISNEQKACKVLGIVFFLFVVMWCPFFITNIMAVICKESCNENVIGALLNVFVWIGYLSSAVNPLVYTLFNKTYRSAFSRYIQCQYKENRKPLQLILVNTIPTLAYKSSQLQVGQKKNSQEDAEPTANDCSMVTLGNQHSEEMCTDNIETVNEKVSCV
MC4R barr agon: agonists of human melanocortin 4 receptor (MC4R) beta-arrestin; P32245; U2OS MC4R beta-arrestin complementation, luminescence; percent of melanotan II response, DMSO zero; activation, % at 8.9 µM; 360,000 tested, 0.98% active; AID 540308;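 active = activation above a per-plate cutoff, the mean activation of sample wells on that plate plus 3 SD, cut at about 8% in these data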
ABCB6 inh MLPCN: human ABCB6 transporter inhibition | 360,000 tested, 0.19% active | fluorescence ratio to DMSO, % at 10 µM | Q9NP58 | K562-ABCB6 porphyrin accumulation, flow cytometry, 1 h; stronger effect = lower value | AID 602162;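 active = fluorescence ratio to DMSO below 75%, the collection mean minus 3 SD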;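 note: signal is porphyrin accumulated inside mitochondria; 100% equals median channel fluorescence of DMSO control wells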
The depositor's hits bear a star; / = no result given. Rows were taken by chance (roughly 4.2% active in at least one column).

SMILES	MC4R antagonist	Glyco luc inh	PDI inh	ABHD5 PLIN5 PPI	Granule exo inh	H9c2 protect	CaV13 ICDI inh	HTR2A ag	MC4R barr agon	ABCB6 inh MLPCN
CC1CCc2sc(C(=O)NC3CCCCC3)cc2C1 (stereo unspecified)	-2	-5	1	-6	6	-2	-3	-2	0.8	97
O=c1oc2ccccc2c(NC(c2ccccc2)c2ccccc2)c1[N+](=O)[O-]	0	-2	17	4	14	-7	-5	7	-0.8	85
Cc1cccc(-c2nc3c(c(=O)c4ccccc4n3C)c(=O)n2-c2ccccc2)c1	11	-3	2	3	-4	8	-14	4	-3.6	92
O=C(c1ccc(Br)s1)N1CCN(S(=O)(=O)c2ccccc2)CC1	0	/	3	-6	-10	-4	/	6	-2.0	91
O=C(NC1CC(=O)c2sccc21)c1ccc(Cl)cc1Cl (stereo unspecified)	9	1	1	0	0	5	5	-1	-1.2	99
CCOc1ccc(CN(C)CC(=O)NCc2ccccc2)cc1	5	-1	8	2	-2	6	-5	-3	-0.2	100
COc1cc(/C=C2\C(=N)N3N=C(S(C)(=O)=O)SC3=NC2=O)ccc1OCCOc1ccccc1C	10	6	-14	1	-7	-1	-4	-2	0.9	101
COc1ccc(N(CC(=O)Nc2cccc(OC)c2)S(=O)(=O)c2c(C)nn(C)c2C)cc1	-6	1	-2	5	-2	10	-6	2	0.4	99
COc1cccc(NC(=O)c2ccccc2N(Cc2ccccc2)S(C)(=O)=O)c1	4	0	-4	2	-1	-1	9	-4	-0.9	102
O=C(Cn1ncc(Cl)c(Cl)c1=O)Nc1ccc2c(c1)OCO2	37*	20	2	3	-1	-18	-14	1	-3.8	91
COC(=O)[C@@]1(Cc2ccc(F)cc2)[C@H]2c3cc(C(=O)N4CCCC4)n(Cc4ccc(C)o4)c3C[C@H]2CN1C(=O)c1ccccc1	/	/	/	14	10	/	-7	1	/	101
Cc1ccc(C(=O)C2CC2)cc1C	8	0	-1	13	0	3	-6	8	1.2	99
O=C(O)Cn1ccnc1	24	0	-11	3	-1	9	-4	4	-0.3	102
CP(C)(=O)CCP(=O)(c1ccccc1)c1ccccc1	7	-1	-18	-4	-4	0	-3	-2	-0.1	97
C[C@@H](NC(=O)CN1C(=O)c2ccccc2S1(=O)=O)c1ccccc1	4	1	18	1	-14	2	-2	0	1.1	101
COc1ccc(CC(=O)Nc2nc(C)cs2)cc1	10	0	-9	1	1	1	-2	-2	-2.1	103
COc1ccc2c(c1)C1=C(CC2)C(c2ccc(C)cc2)NC(=S)N1 (stereo unspecified)	3	-1	0	-10	8	-5	4	2	-2.0	97
CC1=CS/C(=C(/C#N)C(=O)NCc2ccco2)N1c1ccccc1	-3	1	3	1	2	0	-6	-1	1.0	101
C[C@@H]1CN([C@@H](C)CO)C(=O)c2ccccc2-c2ccccc2CO[C@@H]1CN(C)S(=O)(=O)c1ccc(C(F)(F)F)cc1	4	-6	10	4	4	-7	-7	11	0.0	96
CCN(CC)C(=O)C(=O)c1cn(CCOc2ccccc2)c2ccccc12	13	1	-1	-1	-5	5	-3	-5	-2.8	98
C=CCOc1c(CNc2ccc(S(N)(=O)=O)cc2)cccc1OC	0	1	-4	0	-2	-2	/	-1	-1.3	99
O=C(N/N=C/c1ccco1)C1COc2ccccc2O1 (stereo unspecified)	2	2	-14	-4	2	7	-5	0	-0.3	103
O=c1c(Br)c(N2CCCCC2)cnn1-c1ccccc1	2	-9	0	1	0	-4	-7	2	0.8	100
Cc1cccc(C(=O)N2CCN(S(=O)(=O)c3ccc4c(c3)OCCCO4)CC2)c1[N+](=O)[O-]	0	-1	-5	0	0	-6	/	-8	0.0	99
O=C(O)COc1ccc(Br)cc1/C=N\Nc1ccccn1	4	-1	-6	-1	12	-2	/	6	-2.2	94
CCCCn1c(NC(C)CC)nc2c1c(=O)[nH]c(=O)n2C (stereo unspecified)	2	2	-7	1	-1	1	-5	6	1.7	99
c1ccc(CCOn2ccnc2)cc1	2	0	-10	9	-11	10	-7	4	-1.2	95
CSCC(=O)N1CCCC(C(=O)c2cc(F)ccc2F)C1 (stereo unspecified)	15	-1	-5	-1	0	-6	-6	9	0.2	97
CCS(=O)(=O)c1ccc(O)c(N2C(=O)C3C4C=CC(C4)C3C2=O)c1 (stereo unspecified)	-4	2	-1	13	2	2	/	4	-1.0	97
CC[C@@H](C)[C@@H](C(=O)N1CCNCC1)n1cc(CCC(=O)O)nn1	9	1	-6	1	-9	3	-5	6	-2.0	98
Cc1ccc(S(=O)(=O)CCSc2nc(C)cc(C(F)(F)F)c2C#N)cc1	-2	-10	7	1	2	-12	-4	-5	0.3	296
Cc1cc(C(=O)CN2C(=O)NC3(CCCCC3)C2=O)c(C)n1Cc1ccc2c(c1)OCO2	1	1	3	0	0	-11	-5	-2	0.0	95
CCOC(=O)N1CCN(C2CCCN(C(=O)c3cccc(Cl)c3)C2)CC1 (stereo unspecified)	-6	5	-6	-2	-10	-2	-2	-1	-2.9	95
CC(=O)C[C@@H](O)CC(=O)[C@@H]1OC(=O)[C@@H](C)CCCCc2ccccc21	1	0	6	1	6	-3	-8	-2	-0.3	101
COc1cc(/C=C/C(=O)OCC(=O)N2CCN(S(=O)(=O)c3ccc(C)cc3C)CC2)ccc1O	-4	-2	20	4	2	-1	-18	-1	-3.2	93
COc1ccc(N2CCN(CC(=O)N3c4ccccc4CC3C)CC2)cc1 (stereo unspecified)	6	2	-7	2	-1	-2	-1	-8	-0.4	97
NS(=O)(=O)c1ccc(NC(=O)/C=C/c2ccccc2[N+](=O)[O-])cc1	4	0	3	-3	-1	-2	2	-3	-0.6	98
CCc1cc(=O)oc2cc(OCC(=O)N3CCCc4ccccc43)ccc12	1	2	18	6	2	23	/	0	-0.2	102
O=C(COC(=O)Cc1n[nH]c(=O)c2ccccc12)Nc1cccc(C(F)(F)F)c1	1	1	-3	-6	0	37	-4	1	-1.6	97
CC(=O)NCCNc1nc2cc(-c3ccc4c(ccn4C)c3)sc2c(=O)n1C	2	-5	-10	4	-5	7	-12	7	-0.6	97
C/C(=N\NC(=O)c1nc2ccccn2c1C)c1cccc([N+](=O)[O-])c1	-4	-1	-7	1	-5	33	-6	-6	-1.0	103
COc1cc(/C=C/C(=O)OCc2csc(CC(=O)Nc3ccc(C)cc3)n2)ccc1OCC#N	16	0	-5	9	5	-7	-4	-2	1.9	101
C[C@H]1CN([C@@H](C)CO)C(=O)CCCn2cc(nn2)CO[C@@H]1CN(C)C(=O)Nc1cccc(C(F)(F)F)c1	4	-1	-7	1	-6	12	-3	9	2.9	99
[N-]=[N+]=N[C@@H](CCN1CC[C@H](NC(=O)OCc2ccccc2)CCC1=O)c1ccccc1	0	1	8	-5	-9	-1	-15	-6	-0.1	103
CCCCOc1ccc(C2(C)CC(=O)NC2=O)cc1 (stereo unspecified)	2	1	-3	-1	-13	-9	-1	1	2.8	195
COc1cscc1C(N)=O	4	0	18	6	1	18	-2	7	0.2	91
Cc1cc(C(=O)NCc2ccc(S(N)(=O)=O)cc2)cs1	13	-3	0	-2	0	5	-8	-3	-0.3	100
COc1ccccc1CNC(=O)CCS(=O)(=O)Cc1ccc(C)cc1	16	0	5	-1	2	2	-2	-2	-1.2	96
Nc1cc(OCC(F)(F)F)cc(OCC(F)(F)F)c1	-3	2	1	-5	-4	0	2	-5	-2.1	100
COc1ccc(C(=O)Nc2nc(C)c(C(=O)N(C)C)s2)cc1OC	-1	-4	6	0	3	-2	/	-4	-0.5	90
Cc1cc(NC(=O)CSc2ncnc3sc(C)c(C)c23)no1	4	1	3	1	-3	-2	-2	3	-0.4	102
O=C1CCCN1C(=O)CSc1ccc2ccccc2n1	8	0	-2	11	7	10	-5	5	-1.8	102
COc1ccc(Cc2nnc3sc(SCC(=O)Nc4ccccc4)nn3c2=O)cc1OC	4	1	4	6	-3	19	-6	-4	-4.2	98
Nc1ccccc1SCCS(=O)(=O)c1ccc(Cl)cc1	0	-1	-1	7	-5	4	-18	2	1.1	100
Cc1ccc(NC(=O)CSc2nnc(C3CC3)n2C)cc1S(=O)(=O)N1CCCCC1	13	-1	-2	13	-3	-3	-5	9	-0.4	95
Cc1cc(CNC(=O)C2(C(F)(F)F)CC(CCCO)CCCO2)nn1C (stereo unspecified)	5	5	-3	-1	-9	-1	-6	-3	-0.3	101
O=C(NCCc1ccccc1)c1ccc(Br)o1	11	0	8	3	-2	9	-5	-5	-2.4	95
CC1CCN(C(=O)Cn2nnc(-c3ccc(N)cc3)n2)CC1	-3	-2	-21	3	-10	2	-1	2	-0.3	100
CC(=O)Nc1ccc(C(=O)CSc2nccc(=O)[nH]2)cc1	-7	7	3	-1	1	-4	-6	-1	-2.3	95
COc1ccc(CCNC(=O)c2cc(C(=O)c3cc(Cl)ccc3O)cn(CCc3ccc(OC)cc3)c2=O)cc1	10	-10	5	-3	6	10	-5	-1	-2.5	98

Carrying on:
SMILES	MC4R antagonist	Glyco luc inh	PDI inh	ABHD5 PLIN5 PPI	Granule exo inh	H9c2 protect	CaV13 ICDI inh	HTR2A ag	MC4R barr agon	ABCB6 inh MLPCN
CCc1nc2ccc(C(=O)NCCOc3ccc(OC)cc3)cn2c1N(C)Cc1ccc(OC)cc1	8	-2	5	4	-16	1	-4	-7	1.9	97
O=C(Nc1nnc(-c2ccccn2)o1)c1ccc(Br)cc1	17	0	1	-1	2	28	4	7	2.2	94
CCOC(=O)C(C(=O)Nc1ccccn1)C1CCCCC1 (stereo unspecified)	10	2	-3	6	0	-1	-9	-9	1.1	98
O=C1C(Cl)=C(Oc2ccccc2)C(=O)c2ccccc21	94*	-4	5	84*	-5	-20	-6	-9	-3.5	100
CCC(C)Sc1nc2c([nH]c3ccccc32)c(=O)n1C (stereo unspecified)	-26	-5	-4	2	3	-8	-7	2	2.3	97
COc1ccccc1CCNC(=O)c1c(N)[nH]c(C(=O)c2ccccc2)c1-c1ccc(Br)cc1	/	/	/	-22	9	/	-10	4	/	124
Cc1noc(NS(=O)(=O)c2ccc(N/C=C\C(=O)c3cccc4ccccc34)cc2)c1C	12	1	0	4	2	-10	-24	8	-0.4	100
COc1ccc(C(=O)N2CCC(C(=O)NC3CC3)CC2)cc1	-2	3	-2	-3	-9	0	-3	-1	-0.8	99
COc1ccccc1NC(=S)N(CCN1CCCCCC1)Cc1cccs1	5	-1	-12	-4	1	-7	-7	-4	2.6	99
